TRHR agonist: agonists of human TRH receptor | P34981 | TRHR cells, calcium flux fluo-8, FDSS agonist mode | activation, % at 2 µM | hit rate 0.18% among 360,000 | AID 493084; also: 0% is about no effect
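In this calcium-flux screen, cells bearing human TRHR are dye-loaded with fluo-8, baselined for 10 cycles, then exposed to library compounds; positive kinetic calcium responses during the agonist phase mark hits, with TRH as control.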
D1 potentiator: potentiators of human D1 dopamine receptor; hit rate 0.036% among 360,000; potentiation, % at 10 µM; AID 504651; HEK293 TREx D1 cells, calcium flux, dopamine EC20 potentiation; in the data active = potentiation above about 30%; also: 0% is about no effect
D2 antag: antagonists of human D2 dopamine receptor; hit rate 2% among 340,000; inhibition, % at 10 µM; HEK293 TREx D2 cells, calcium flux, dopamine EC80; in the data active = inhibition above about 30%; also: 0% is about no effect
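Tetracycline-induced HEK293 TREx cells expressing D2 receptor forced-coupled to calcium signalling, loaded with no-wash calcium dye. Compounds added and calcium flux read 180 s, then dopamine added at EC80 and read a further 180 s.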
D1 antagonist: human D1 dopamine receptor antagonism; hit rate 3.2% among 360,000; HEK293 TREx D1 cells, calcium flux, dopamine EC80; stronger effect = lower value; activity change, negative = inhibition, % at 10 µM; P21728; in the data active = activity change below about -30%; also: % is scaled to controls: 0 for no effect and ±100 for the full control effect
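Calcium flux readout: force-coupled, inducible Hek293 Trex D1 line, cells induced overnight at 30 C with tetracycline, dye-loaded 30–90 min at RT. Antagonism scored against EC80 dopamine challenge given 180 s after compound.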
TRHR enhancer: allosteric enhancers of human TRH receptor; P34981; TRHR cells, fluo-8 calcium fluorescence, EC20 TRH enhancement; hit rate 0.66% among 360,000; enhancement, % at 2 µM; in the data active = enhancement above about 30%; also: 0% is about no effect
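Enhancer read-out: after compound pinning and an initial kinetic agonist-mode read, an EC20 of TRH (10 nM final) was injected and fluo-8 calcium signal (Ex 480/Em 530) followed at 1 s/cycle for 100 cycles in TRHR-expressing cells.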
RXFP1 antagonist: blocks the human relaxin receptor RXFP1 | hit rate 0.59% among 350,000 | Q9HBX9 | activity change, negative = inhibition, % at 57.5 µM | HEK293-RXFP1, relaxin-stimulated cAMP HTRF, 30 min; stronger effect = lower value;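 active = activity change of -60% or lower, but not beyond a set lower limit; inconclusive = change between -60% and -40%, or beyond the set limit; inactive = change above -40%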; also: % is scaled to controls: 0 for no effect and ±100 for the full control effect
Target sequence (Q9HBX9 whole entry, looked up): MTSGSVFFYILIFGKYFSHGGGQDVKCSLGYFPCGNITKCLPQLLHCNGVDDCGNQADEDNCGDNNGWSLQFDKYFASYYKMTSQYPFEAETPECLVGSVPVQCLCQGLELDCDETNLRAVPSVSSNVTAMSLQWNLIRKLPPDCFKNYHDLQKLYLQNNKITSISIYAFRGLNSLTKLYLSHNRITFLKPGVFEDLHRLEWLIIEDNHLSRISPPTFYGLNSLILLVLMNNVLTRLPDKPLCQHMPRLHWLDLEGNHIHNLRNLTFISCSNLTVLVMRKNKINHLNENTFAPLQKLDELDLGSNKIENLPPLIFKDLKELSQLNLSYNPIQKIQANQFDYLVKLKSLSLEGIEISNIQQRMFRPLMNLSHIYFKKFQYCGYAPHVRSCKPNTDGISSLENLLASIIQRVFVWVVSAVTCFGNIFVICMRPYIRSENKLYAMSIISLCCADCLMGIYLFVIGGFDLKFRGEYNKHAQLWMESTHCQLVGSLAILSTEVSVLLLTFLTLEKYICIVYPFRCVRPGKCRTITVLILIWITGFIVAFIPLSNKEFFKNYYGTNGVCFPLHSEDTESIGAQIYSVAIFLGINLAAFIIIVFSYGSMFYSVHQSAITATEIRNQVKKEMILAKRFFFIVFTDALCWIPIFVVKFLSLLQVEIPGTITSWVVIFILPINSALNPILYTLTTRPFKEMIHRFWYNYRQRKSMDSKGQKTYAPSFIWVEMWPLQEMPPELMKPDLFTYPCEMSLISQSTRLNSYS
D2 agonist: activates the human D2 dopamine receptor | P14416 | HEK293 T-REx D2 cells, calcium flux agonist mode | activation, % at 2 µM | hit rate 0.53% among 340,000 | AID 485358;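 active = activation over 3 SD above normal in the single-dose calcium agonist read, cut at about 30% in these data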; also: 0% is about no effect
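Agonism is scored from calcium flux in a force-coupled, inducible HEK293 cell line expressing D2, read kinetically for 180 s after compound addition against dopamine controls.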
D2 PAM: positively modulates the human D2 dopamine receptor allosterically; P14416; HEK293 T-REx D2, calcium flux, EC20 dopamine potentiation; potentiation, % at 10 µM; hit rate 0.34% among 340,000;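 active = potentiation over 3 SD above the plate norm, cut at about 30% in these data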; also: 0% is about no effect
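Calcium flux readout, no-wash dye, 1 read/s. Inducible HEK293 Trex D2 line, overnight 30 C. Compound alone 180 s (agonist flags), then EC20 dopamine, another 180 s to score potentiation.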
D1 ag: activates the human D1 dopamine receptor; AID 504660; P21728; HEK293 T-REx D1 cells, calcium flux, agonist mode; hit rate 1% among 360,000; activation, % at 2 µM; also: 0% is about no effect
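Inducible HEK293 T-REx D1 cells, force-coupled to calcium signalling, were plated at 4000 cells/well with tetracycline and held overnight at 30 C. After no-wash calcium dye loading, compound-evoked calcium rise over 180 s flagged agonists.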
* hit, by the source's call; ? = inconclusive; . = no result given. Rule as the data show it, unless noted: active = activation above about 30%; inactive = the rest.

SMILES	TRHR agonist	D1 potentiator	D2 antag	D1 antagonist	TRHR enhancer	RXFP1 antagonist	D2 agonist	D2 PAM	D1 ag
CCOC(=O)c1c(C)[nH]c(C(=O)CN2C(=O)NC(C)(CC(C)C)C2=O)c1C (stereo not drawn)	0.2	-2	28	-4	7	-11	1.0	-1	4
COc1ccc(CN(C(=O)CN2C(=O)c3ccccc3S2(=O)=O)C(C(=O)NCC2CCCO2)c2ccncc2)cc1 (stereo not drawn)	1.4	-4	11	5	5	-9	0.5	1	1
COc1cc(OC)cc(C(=O)OCC(=O)NC2CCCCCC2)c1	-0.9	1	.	6	2	3	.	.	0
Cc1ccc(C)c(NC(=O)c2cc(C)nc3ccccc23)c1	-2.8	-4	-2	16	2	-4	-2.0	1	0
Cc1cc(C)cc(Nc2cc(=O)n(C3CCCCC3)c(=O)[nH]2)c1	1.6	-4	6	-16	-4	-7	1.3	3	17
CCOC(=O)Cn1c(=O)c2c(nc3n2CCN3c2ccc(CC)cc2)n(C)c1=O	0.9	-3	.	6	-1	13	0.5	1	18
CN(C(=O)CSc1nnc(-c2c[nH]c3ccccc23)o1)C1CCS(=O)(=O)C1 (stereo not drawn)	0.1	5	-6	16	1	12	1.6	15	2
Cc1ccccc1NC(=O)c1cc(S(=O)(=O)N2CCOCC2)cs1	0.3	-6	-14	-4	0	-1	-0.6	6	2
O=C(Nc1ccc2nsnc2c1)c1ccc2c(c1)OCO2	0.0	-3	11	-1	-4	-23	-0.1	-5	1
COc1ccc(-c2oc(NC(=O)CCl)c(C#N)c2-c2ccc(OC)cc2)cc1	-1.2	-3	-3	-6	-5	-9	-0.5	-1	2
Cc1oc2ncn(C)c(=O)c2c1C(=O)NCCCN1CCCC(C)C1 (stereo not drawn)	1.4	9	.	7	16	.	.	4	1
O=c1nc(C(F)(F)F)nc2ccccn12	0.8	-2	14	20	10	-8	1.4	5	3
COC(=O)c1cn(NC(=O)c2cccc(OC)c2)c(=O)c2ccccc12	0.5	3	-32	2	2	-1	0.4	3	0
COCCCN=CC1=C(O)CC(c2ccccc2)CC1=O (stereo not drawn)	0.5	-4	5	6	2	1	-0.3	19	10
Cc1ccccc1-n1c(SCC(=O)N2CCOCC2)nc(O)c(Cc2ccccc2)c1=O	0.4	-3	-7	16	-1	3	-0.4	-3	2
COc1cccc(NC(=O)c2cccc(C(=O)Nc3cccc(OC)c3)c2)c1	-0.8	-6	-22	1	4	-4	-1.3	-8	4
O=C1CN(C(=O)COc2ncnc3ccccc23)c2ccccc2N1	17	2	-10	2	-10	5	-0.4	3	5
Cc1cc(C)cc(C(=O)Nc2cc(C(F)(F)F)ccc2N2CCN(c3ccccc3)CC2)c1	-2.9	-1	.	-9	3	.	0.2	11	0
O=C(COC(=O)/C=C/c1ccc(Cl)cc1Cl)NCCC1=CCCCC1	1.1	-3	-16	0	-4	3	0.4	-4	4
CCOP(=O)(c1ccc(N(C)C)cc1)C(O)c1ccncc1 (stereo not drawn)	0.8	1	12	-14	7	2	0.5	8	2
COc1ccc(CC(=O)NCc2nnc(SCCOc3ccccc3)n2C)cc1	0.0	-2	-20	-5	4	-2	-1.2	2	-1
Cc1onc(-c2ccccc2Cl)c1C(=O)OCC(=O)N1CCN(c2ccccc2)CC1	0.6	-2	12	-8	1	-11	0.4	15	1
Cc1cc(C)n(CC(O)Cn2ccc3ccccc32)n1 (stereo not drawn)	0.5	1	-9	-5	3	-7	0.4	2	3
CC1CCCN(S(=O)(=O)c2ccc3[nH]c(=O)cc(C(=O)NCCc4ccc(Cl)cc4)c3c2)C1 (stereo not drawn)	0.8	-2	.	16	4	-6	-1.0	30	2
N#CN1CCC(NC(=O)c2cccc(C(F)(F)F)c2)CC1	-1.5	-3	.	5	0	.	.	.	0
COc1ccc(OC)c(-c2csc(NC(=O)CN3C(=O)NC4(CCCC4)C3=O)n2)c1	-0.2	2	-6	12	10	3	-0.7	3	6
CC(C)CC(NC(=O)C(COCc1ccccc1)NC(=O)OC(C)(C)C)C(=O)NN (stereo not drawn)	-0.3	-8	-2	27	2	-1	-0.4	11	1
COc1ccc(S(=O)(=O)N2CCCC(C(=O)N3CCCCCC3)C2)cc1 (stereo not drawn)	0.3	-6	1	5	4	-11	0.2	23	-2
Cc1ccc(S(=O)(=O)CCC(=O)OCCOc2cccc(Br)c2)cc1	0.9	-6	-37	3	8	-1	1.4	4	9
Cc1ccc(C2(C)NC(=O)N(CC(=O)N3CCN(S(=O)(=O)c4cccc(F)c4)CC3)C2=O)cc1 (stereo not drawn)	-0.4	2	6	1	0	4	0.7	-3	3
Nc1nonc1-n1nnc(C(=O)N/N=C/c2ccccc2Cl)c1-c1ccc2c(c1)OCO2	-0.1	1	28	14	3	-23	0.7	2	6
O=C(NCCC1=CCCCC1)c1coc(=O)c(Br)c1	-0.5	-7	1	-10	-3	-4	0.7	7	3
COc1ccccc1OCC(=O)Nc1c2c(nn1-c1ccc(F)cc1)CS(=O)(=O)C2	0.2	-2	-10	-11	4	-11	-0.4	1	3
CCC(C)Sc1nnc(CSc2nc3nc(C)cc(C)n3n2)o1 (stereo not drawn)	0.7	1	10	0	13	9	0.4	18	4
Cc1ccc(CN(Cc2ccco2)C(=S)NCC(=O)NCc2cccnc2)cc1	1.4	8	4	8	3	2	0.0	3	-1
CCCS(=O)(=O)Nc1cccc(-c2cn3c(n2)SCC3)c1	0.0	0	-21	-11	3	1	0.0	-3	0
COc1ccc(C2N(c3ccc(C)cc3)CCN2c2ccc(C)cc2)cc1O	0.4	6	14	-5	18	-19	0.5	-5	4
CCCCCN1C(C(=O)c2ccccc2)=C(NC(=O)c2ccc(OC)c(OC)c2)c2ccccc2S1(=O)=O	5.3	-6	.	-15	8	-5	3.4	7	25
COC(=O)c1ccc(OC(=O)N2CCOCC2)cc1	0.2	2	-11	-3	11	3	-0.1	0	0
O=C(COc1ccc(S(=O)(=O)N2CCCC2)cc1)NCc1cccnc1	0.2	-4	3	-8	4	-3	-0.1	-9	1

The final 4 entries of the section before come first, to join the parts.
SMILES	TRHR agonist	D1 potentiator	D2 antag	D1 antagonist	TRHR enhancer	RXFP1 antagonist	D2 agonist	D2 PAM	D1 ag
COc1ccc(C2N(c3ccc(C)cc3)CCN2c2ccc(C)cc2)cc1O	0.4	6	14	-5	18	-19	0.5	-5	4
CCCCCN1C(C(=O)c2ccccc2)=C(NC(=O)c2ccc(OC)c(OC)c2)c2ccccc2S1(=O)=O	5.3	-6	.	-15	8	-5	3.4	7	25
COC(=O)c1ccc(OC(=O)N2CCOCC2)cc1	0.2	2	-11	-3	11	3	-0.1	0	0
O=C(COc1ccc(S(=O)(=O)N2CCCC2)cc1)NCc1cccnc1	0.2	-4	3	-8	4	-3	-0.1	-9	1
CCCC1(C(=O)OCC)NC(c2ccco2)C2C(=O)N(C)C(=O)C21 (stereo not drawn)	0.7	-1	7	3	-3	-6	1.2	9	4
CCc1nccn1S(=O)(=O)c1ccccc1[N+](=O)[O-]	-0.2	-3	2	-6	-1	11	0.5	-3	1
COc1ccc(/C=N/NC(=O)C2C3CCCCC32)cc1OC (stereo not drawn)	-0.8	-2	-7	-19	0	1	-1.3	8	4
CCOCCc1nn2c(=O)cc(COC(=O)COc3ccccc3Cl)nc2s1	-0.3	-5	.	-21	1	-10	.	10	2
CCCc1nnc(NC(=O)C2CC(=O)N(CCc3ccc(F)cc3)C2)s1 (stereo not drawn)	0.1	-1	-3	-6	4	-13	0.2	-14	0
O=C(Cc1cccs1)NC1CC(=O)N(c2ccccc2)C1 (stereo not drawn)	0.2	-3	.	.	0	-8	.	-1	0
CCOc1ccccc1NC(=O)COc1ccc2ccc(=O)oc2c1	-0.4	-5	5	2	10	1	0.0	4	2
COc1ccccc1CCNC(=O)Cn1c(=O)oc2ccccc21	-1.0	-6	4	10	4	9	0.3	-5	2
COCCn1cnc2c(c1=O)c1nc3ccccc3nc1n2/N=C/c1ccc(OC)c(OC)c1	-0.8	4	19	-6	-7	-16	0.3	1	2
COC(=O)c1ccc2nc(NC(=O)CSCC(=O)OCC(=O)c3ccccc3)sc2c1	-0.4	-5	9	8	8	.	0.5	6	1
CCCOc1ccc(-c2c(C(=O)N/N=C/c3ccco3)nnn2-c2nonc2N)cc1	1.1	6	10	20	5	?	0.4	18	14
CCn1ccnc1C(O)(c1ccccc1)c1ccccc1	0.2	-7	-7	7	4	-7	-0.1	8	1
Cc1nc2ccccc2c(=O)n1NC(=O)c1ccc(F)cc1Cl	0.1	-1	6	-9	2	1	-0.6	-5	1
COc1ccc(C(OCC2CO2)c2ccc(OC)cc2)cc1 (stereo not drawn)	0.4	7	6	8	1	.	-0.2	-11	1
CCN(CC)C(=O)C1CCN(Cc2cccc(OCc3ccccc3)c2)CC1	-1.0	6	13	10	1	1	-1.3	6	0
Cc1ccccc1OC(C)C(=O)NC1CCCC1 (stereo not drawn)	-0.1	1	7	22	-2	9	1.7	.	-2
N#CC1(C#N)C2=C(CCCC2)NC(c2ccccc2)C1(C#N)C#N (stereo not drawn)	2.5	2	-2	-1	3	.	1.7	7	4
CSc1nc(N2CCN(c3ccccc3Cl)CC2)c2ccccc2n1	0.2	8	-6	5	8	-9	0.9	18	1
CC(C)(C)N(Cc1ccccc1)C(=O)c1cc2ccccc2o1	0.6	-4	-4	0	-6	-13	-2.6	9	3
CC(=O)O[C@H]1C2OC(=O)C(C)=C2[C@@H]2OC(=O)[C@]3(CCC4OC41C)OC23 (stereo partly drawn)	0.3	0	-1	7	-6	.	-0.5	-1	-2

Retrieved one by one from above (three):
SMILES	TRHR agonist	D1 potentiator	D2 antag	D1 antagonist	TRHR enhancer	RXFP1 antagonist	D2 agonist	D2 PAM	D1 ag
CCn1ccnc1C(O)(c1ccccc1)c1ccccc1	0.2	-7	-7	7	4	-7	-0.1	8	1
COc1ccc(C(OCC2CO2)c2ccc(OC)cc2)cc1 (stereo not drawn)	0.4	7	6	8	1	.	-0.2	-11	1
Cc1ccccc1OC(C)C(=O)NC1CCCC1 (stereo not drawn)	-0.1	1	7	22	-2	9	1.7	.	-2

Further entries
SMILES	TRHR agonist	D1 potentiator	D2 antag	D1 antagonist	TRHR enhancer	RXFP1 antagonist	D2 agonist	D2 PAM	D1 ag
CC(/C=C/c1ccccc1)=N\NC(N)=S	-0.3	-2	.	-2	-3	-31	.	.	6
CSCCC(NC(=O)c1ccco1)C(=O)OCC(=O)Nc1ncc(Cl)c(C)c1Cl (stereo not drawn)	0.5	2	-11	8	16	-7	3.5	-5	1
COc1ccccc1NC(=O)N1CCN(S(C)(=O)=O)CC1	1.3	-2	-5	-8	-4	-4	1.1	-4	1
CCOC(=O)CSc1nnc([C@H](C)NC(=O)OC(C)(C)C)o1	0.2	1	.	-3	-5	-3	.	.	-3
CCOc1ccccc1NC(=O)CCn1cnnn1	1.2	-1	.	-18	-2	2	-0.1	10	3
COc1ccc(Cl)cc1C(=O)NCc1nnnn1-c1ccccc1	-0.2	0	.	-2	-1	-6	-3.1	-8	2
COc1ccc(NC(=O)C(CC(C)C)NC(=O)C2CCCCC2)cc1 (stereo not drawn)	0.1	0	.	4	1	-4	.	-1	2
O=C(C1CCC(=O)N(C2CCCC2)C1)N1CCC(Oc2cccc(F)c2)CC1 (stereo not drawn)	0.5	-5	3	8	0	3	-0.1	6	2

High-throughput results: PubChem BioAssay, National Center for Advancing Translational Sciences (NCATS)
